cytoskel mod = modifiers of cytoskeleton assembly; HUVEC TNFa F-actin phalloidin imaging, high content; inhibition, % at 2 µM; hit rate 0.18% among 91,000; AID 836;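 active means inhibition above the batch mean plus 3 SD and confirmed as a hit by visual image inspection, cut at about 30% in these data, passing the limit was not always enough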; further: strong numbers were not always called active
HUVEC tox TNFa = toxic to HUVEC cells under TNF alpha stimulation; HUVEC TNFalpha-stimulated, Hoechst cell count, imaging; cell count reduction, % at 2 µM; hit rate 0.17% among 93,000; AID 848;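 active means cell count reduction exceeding the screen mean by over 5 SD, scaled to untreated wells per plate, cut at about 78% in these data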;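 further: cells counted after 24 h of TNF alpha exposure following the 1 h pretreatment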
VCAM1 TNFa inh = reduces TNF alpha induced VCAM1 expression in HUVEC | HUVEC TNFa-induced VCAM-1 immunofluorescence, high-content imaging | inhibition, % at 2 µM | hit rate 0.48% among 95,000 | AID 802;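 active means inhibition above the batch mean plus 3 SD, with images confirmed as a hit by eye, cut at about 37% in these data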;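 further: 0% = TNF-stimulated DMSO wells and 100% = unstimulated control wells; not every result past the cut was called active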
PLK1 PBD inh = blocks phosphopeptide binding to human Plk1 polo box domain; Plk1 PBD phosphopeptide binding, fluorescence polarization; inhibition, %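 (tested at about 20 µM)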; hit rate 0.13% among 97,000; in the data active means inhibition above about 34%, passing the limit was not always enough
IL1B cytotox = HUVEC cytotoxicity counter-screen, IL-1B stimulated. cell count reduction, % at 2 µM. AID 845. HUVEC cell count loss, Hoechst imaging. hit rate 0.41% among 94,000;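 active means cell count reduction more than 3 SD above the screen-wide mean, cut at about 70% in these data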;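 further: normalized per plate to untreated control cells as the no-loss baseline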
DAT uptake mod = human DAT dopamine uptake with cocaine, either direction; hit rate 1.3% among 110,000; B-score at 10 µM; AID 449768; LLC-PK1 hDAT cells, [14C]-dopamine uptake with cocaine IC80; actives deviate in either direction; Q01959;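 active means Z score or B-score, a plate-position-corrected score, falls beyond the plate's 99.7% confidence bounds, in either direction; inactive means both scores lie inside the 99.7% bounds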;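 further: scored against the spread of the other compound wells on the same plate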
Target sequence (Q01959 whole entry, looked up): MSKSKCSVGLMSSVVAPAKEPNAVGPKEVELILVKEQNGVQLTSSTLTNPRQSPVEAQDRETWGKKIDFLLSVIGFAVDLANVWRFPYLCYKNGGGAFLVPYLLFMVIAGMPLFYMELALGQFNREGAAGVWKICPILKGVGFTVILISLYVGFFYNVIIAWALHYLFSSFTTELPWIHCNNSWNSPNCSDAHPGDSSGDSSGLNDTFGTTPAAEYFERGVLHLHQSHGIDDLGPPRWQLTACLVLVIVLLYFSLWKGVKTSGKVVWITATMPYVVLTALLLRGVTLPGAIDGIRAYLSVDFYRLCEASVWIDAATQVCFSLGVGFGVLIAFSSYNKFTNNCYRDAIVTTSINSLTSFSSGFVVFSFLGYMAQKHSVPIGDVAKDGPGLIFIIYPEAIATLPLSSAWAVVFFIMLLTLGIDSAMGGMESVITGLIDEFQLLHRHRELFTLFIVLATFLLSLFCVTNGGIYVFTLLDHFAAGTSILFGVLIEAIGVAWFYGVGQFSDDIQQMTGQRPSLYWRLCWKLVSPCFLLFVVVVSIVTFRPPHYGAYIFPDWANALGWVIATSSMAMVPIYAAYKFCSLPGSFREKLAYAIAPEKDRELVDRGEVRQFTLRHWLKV
E coli WT exp = blocks growth of wild type E. coli BW25113; growth inhibition, % at 100 µM; AID 710; OD600 absorbance; hit rate 0.15% among 98,000;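 active means growth inhibition above about 50% at one test dose, limit read from the data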;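 further: growth measured after 20 h incubation at 37 °C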
PLK1 kinase inh = PLK1 (human) kinase inhibition. recombinant PLK1 kinase, TR-FRET peptide phosphorylation. inhibition, % at 10 µM. hit rate 0.53% among 97,000. AID 619;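 active means inhibition of 50% or more in the single-concentration screen; inactive means inhibition below 50%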;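 further: 0% = DMSO max control and 100% = H-89 dihydrochloride min control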
sEH inh = soluble epoxide hydrolase (human) inhibition; P34913; recombinant human sEH enzymatic activity assay; inhibition, % at 2 µM; hit rate 0.34% among 91,000; AID 707; in the data active means inhibition above about 80%; further: values of inactives mirror those of a sister screen read the other way; many of its hits are not listed in these tables
* hit, by the source's call; x = not tested or not shown.

Each structure is followed by: cytoskel mod, HUVEC tox TNFa, VCAM1 TNFa inh, PLK1 PBD inh, IL1B cytotox, DAT uptake mod, E coli WT exp, PLK1 kinase inh, sEH inh
1: O=C(Nc1nncs1)c1cccc(S(=O)(=O)N2CCOCC2)c1
  x, -11, 14, 5, 10, -0.49, 4, 0, -9
2: Cc1cc(NCc2ccccc2)nc(N2CCOCC2)n1
  19, 28, 19, -10, 11, 0.01, 9, -2, 6
3: Cc1nnsc1NC(=O)OCC(C)C
  -5, -20, -3, 14, -1, 0.6, -4, -11, -10
4: COc1ccc(CN(C)CCc2ccccn2)c(OC)c1OC
  -7, -12, 16, 3, -12, -0.16, 5, -7, x
5: O=C(CCN1C(=O)C2C3C=CC(C3)C2C1=O)Nc1nccs1 (stereo unspecified)
  -15, -14, 9, 9, -10, -0.27, 1, 1, 0
6: Nc1nc(SCC(=O)N2CCc3ccccc32)[nH]c(=O)c1-c1ccccc1
  -1, -5, -1, 15, 8, 0.22, 0, -12, -11
7: O=C(CCc1nc2ccccc2[nH]c1=O)OCC(=O)c1cccc2ccccc12
  -3, 19, 3, 20, -4, -0.044, -3, -13, -8
8: COC(=O)c1ccccc1NC(=O)c1ccc(COc2ccc(C)c(C)c2)o1
  3, -8, 11, -28, -6, 0.76, -4, -12, -6
9: CCCCN1C2CCCC1CC(NC(=O)c1ccc(OC)c(OC)c1)C2 (stereo unspecified)
  14, -35, 2, -14, -36, -0.73, -1, -3, 5
10: NC(=O)c1c(C(F)(F)F)cc(-c2ccccc2)nc1NCCO
  22, -29, 13, -14, -20, 0.94, 2, -5, -1
11: CN1CCN(C(=O)c2ccc(COc3ccc(C(C)(C)C)cc3)o2)CC1
  1, -18, -11, -2, -9, 1.9, 18, -9, -5
12: Clc1cccc(Cl)c1Cn1cnc2c(NCc3ccco3)ncnc21
  -10, -23, -6, -16, -16, 0.0019, -5, -10, 7
13: CNC(=O)NC(=O)CSc1ccc(NC(C)=O)cc1
  30, -12, 8, -3, -14, 1.2, 2, -7, -2
14: O=C(Cn1c(=O)oc2ccccc21)N1CCCCC1
  1, -9, 34, -10, 15, -0.62, 1, -11, 2
15: COc1ccc(C(=O)NCc2cccnc2)cc1OC
  -6, 7, 27, 17, -1, -1, 11, -8, -15

Next part.
Each structure is followed by: cytoskel mod, HUVEC tox TNFa, VCAM1 TNFa inh, PLK1 PBD inh, IL1B cytotox, DAT uptake mod, E coli WT exp, PLK1 kinase inh, sEH inh
16: Cc1ccc(C2NC(=O)NC3=C2CCc2ccccc23)cc1 (stereo unspecified)
  -15, -1, 12, 16, 9, 1.2, 31, -8, -21
17: COc1ccc(CN(C)CC(=O)c2c(N)n(Cc3ccccc3)c(=O)n(C)c2=O)c(OC)c1
  -26, 12, -17, -26, 26, 0.75, 0, -16, -2
18: CCOC(=O)C1/C(=N\O)CC(C)(O)C(C(=O)OCC)C1c1ccc(N(C)C)cc1 (stereo unspecified)
  15, -20, 12, -11, 4, -1.5, 1, 2, 6
19: Cn1c(=O)c(-c2cc(Br)ccc2N)nc2ccccc21
  -17, -4, 25, 2, 10, 0.27, 2, -6, 8
20: CC(NS(=O)(=O)c1ccccc1)C(c1cccs1)N1CCN(C)CC1 (stereo unspecified)
  8, -11, -16, -18, -13, 0.028, x, -4, 1
21: CCCCCCN1CC(O)=C(c2ccccc2)C1=N
  18, -5, 19, 6, 0, 0.014, 22, -7, -2
22: CCCn1c(SCC(=O)N2CCN(c3ccccc3)CC2)nc2ccccc2c1=O
  -15, -11, -7, 25, 5, 0.22, -17, -7, -14
23: CCC1S/C(=C(\C#N)C(=O)NCc2ccco2)N(c2ccc(F)cc2)C1=O (stereo unspecified)
  8, -16, 27, 17, 16, 0.47, -3, 16, 7
24: O=C(O)CCC(=O)NCc1ccc(F)cc1
  6, 5, 8, 10, -22, -0.97, 6, -3, -3
25: COc1ccc(CCNC(=O)CSc2ccc(-c3ccccc3)nn2)cc1OC
  -7, -4, 3, -13, 15, 2*, -2, -9, -7
26: Nc1nnc(SCC(=O)N2CCN(c3cccc(Cl)c3)CC2)n1-c1ccccc1
  -7, -12, -5, 8, -14, -0.011, x, -3, 7
27: Cc1ccc(NC(=O)COC(=O)CN2C(=O)COc3ccccc32)cc1
  14, -2, 8, -7, 1, -0.54, -2, -12, 1
28: Cc1cc(C)c2nc(N3CCCC(C(=O)NCCN4CCOCC4)C3)sc2c1 (stereo unspecified)
  15, -5, -34, -2, 19, -0.54, 3, -9, 10
29: COc1ccc(S(=O)(=O)/N=C2/NC(=O)/C(=C\c3cc(OC)c(OC)cc3[N+](=O)[O-])S2)cc1
  3, -23, 0, 11, 8, 0.043, 2, -3, -1
30: COC(=O)CN1C(=O)C2(C(C#N)=C(N)Oc3n[nH]c(-c4cccs4)c32)c2ccccc21 (stereo unspecified)
  3, -8, 4, 19, 14, 0.33, 11, 10, 0

(list continues)
Each structure is followed by: cytoskel mod, HUVEC tox TNFa, VCAM1 TNFa inh, PLK1 PBD inh, IL1B cytotox, DAT uptake mod, E coli WT exp, PLK1 kinase inh, sEH inh
31: O=C(CSc1nnc(COc2ccccc2)o1)c1ccccc1
  9, -11, 11, 15, -16, 0.2, -7, -38, 8
32: COc1ccc(/C(N)=N/OC(=O)Cc2ccccc2OC)cc1
  11, 4, -4, -17, 16, -0.073, 9, -3, -1
33: c1ccc(N2CCN(c3ccc4nncn4n3)CC2)nc1
  0, -8, 6, 10, -51, -0.045, 8, -19, 2
34: CCCCN(C)C(=O)C(Cc1ccccc1)NS(=O)(=O)c1ccc2c(c1)c(=O)n(C)c(=O)n2C (stereo unspecified)
  1, -14, 3, 11, -10, -0.013, 6, -17, -8
35: Cc1cc2nc(-c3ccc(NC(=O)C(C)C)cc3)oc2cc1C
  -1, -15, -58, 9, -70, x, 0, -8, -17
36: Cc1ccc(S(=O)(=O)/C(C#N)=C/c2c(N3CC(C)OC(C)C3)nc3c(C)cccn3c2=O)cc1 (stereo unspecified)
  -7, 2, 4, 3, -62, 0.39, -11, -4, -8
37: NC(=S)N/N=C/c1ccccc1OCc1cccc(Cl)c1
  -25, 1, 15, -17, x, 0.46, 2, -6, -2
38: COc1c(F)c(F)c(-c2csc(N)n2)c(F)c1F
  -1, -21, 16, 4, -18, x, x, 0, -2
39: COc1ccccc1/C=C/C1(C(=O)NC2CCCC2)CC(=O)N1c1ccc(C)cc1 (stereo unspecified)
  x, x, x, 24, -26, 0.5, x, -9, 6
40: Cn1c(=O)c2c(nc(N3CCN(Cc4ccccc4)CC3)n2CC(=O)c2ccccc2)n(C)c1=O
  -3, -14, -11, 20, 28, -0.023, x, -7, 0
41: COc1cccc(CNc2ncnc3cc(OC)c(OC)cc23)c1
  10, 6, 5, -24, 0, 1.2, 4, -5, -7
42: Cc1cc(N2CCN(c3nc(N4CCOCC4)nc4ccccc34)CC2)c2ccccc2n1
  0, -22, 10, 3, 5, x, x, -7, -14
43: COc1ccc(-n2c(SCC(=O)N3CCOCC3)nc(O)c(Cc3ccccc3)c2=O)cc1
  -11, -22, 30, 4, -3, -0.6, -9, -7, -21
44: Cn1c(NCCCN2CCOCC2)nc2c1c(=O)n(Cc1ccc(Cl)cc1)c(=O)n2C
  13, -10, -8, 3, 10, -0.083, 1, -11, x
45: O=C(c1cc2ccccc2oc1=O)N(Cc1cccs1)Cc1cccs1
  0, -7, -14, 4, 1, -0.75, x, -8, -4

Other records follow:
Each structure is followed by: cytoskel mod, HUVEC tox TNFa, VCAM1 TNFa inh, PLK1 PBD inh, IL1B cytotox, DAT uptake mod, E coli WT exp, PLK1 kinase inh, sEH inh
46: CNC(=O)C1CC(=O)N(c2ccc(F)c(Cl)c2)C1 (stereo unspecified)
  -17, 1, -7, 23, -20, 0.73, -4, -7, 6
47: CC(=O)C(CC(=O)N1CCCc2ccccc21)C(=O)Nc1ccc(F)cc1 (stereo unspecified)
  -13, -8, 13, -9, 36, -1.6, 2, -40, 9
48: CCOC(=O)C1=C(c2ccccc2)N=C2SCC(=O)N2C1c1ccc(OC)c(OC)c1 (stereo unspecified)
  11, -25, 3, -15, 11, -0.0018, -3, -8, -8
49: Cc1occc1-c1nnc(SCC(=O)c2ccccc2)n1CC1CCCO1 (stereo unspecified)
  11, -9, -18, -14, -6, 0.55, -1, -8, -17
50: COc1ccc(C2=C(C=Nc3c(C)n(C)n(-c4ccccc4)c3=O)C(c3ccccc3C)c3ccccc3O2)cc1OC (stereo unspecified)
  1, -4, 11, -22, 6, -0.13, -16, -10, -9
51: CCOC(=O)c1sc(NC(=O)c2cc3n(n2)C(C(F)(F)F)CC(c2ccccc2)N3)c(C(=O)OCC)c1C (stereo unspecified)
  11, -42, 4, -30, -46, -0.72, -3, -7, 0
52: CCCC(C(=O)NC1CCCC1)N(Cc1ccc2c(c1)OCO2)C(=O)c1snc(C(N)=O)c1N (stereo unspecified)
  -18, 3, 1, -17, 16, 0.21, -7, -5, -4
53: COc1cc2c(cc1OC)C(c1ccc(-c3ccccc3Cl)o1)=NCC2
  22, -5, 23, -8, -39, 1.8, 8, -5, -3
54: Cc1cc(S(=O)(=O)N2CCCCCC2)c(Cl)cc1Cl
  -3, -9, -19, 7, -2, 0.41, 3, -2, 0
55: O=C(CN1C(=O)c2cccc3cccc1c23)N1CCc2ccccc2C1
  -2, -7, 11, -5, -50, -0.056, -13, -6, 1
56: COC(=O)c1ccc(NC(=O)CSc2nncn2C)cc1
  19, x, x, 19, 14, -0.83, 4, -16, -7
57: O=C(NCCCN1CCc2ccccc2C1)Nc1ccc(Br)cc1
  11, -21, -1, 0, x, -0.95, 26, 4, 31
58: COc1ccccc1-c1nn2c(C3COc4ccccc4O3)nnc2s1 (stereo unspecified)
  -11, -24, 5, 2, -34, 0.15, 2, -8, 8
59: Cc1cc(OCCOCCN(C)CCO)cc(C)c1Cl
  -33, -35, 10, 15, -29, 0.098, 4, 1, 0
60: CCCCN1C(=O)C2NN=C(C(=O)OCC)C2C1=O (stereo unspecified)
  4, 2, 21, 10, -15, 0.46, 2, -8, 0

Rewritten screen by screen: 2 of the compounds above.
(57) O=C(NCCCN1CCc2ccccc2C1)Nc1ccc(Br)cc1
(53) COc1cc2c(cc1OC)C(c1ccc(-c3ccccc3Cl)o1)=NCC2
Assay by compound	57	53
cytoskel mod	11	22
HUVEC tox TNFa	-21	-5
VCAM1 TNFa inh	-1	23
PLK1 PBD inh	0	-8
IL1B cytotox	x	-39
DAT uptake mod	-0.95	1.8
E coli WT exp	26	8
PLK1 kinase inh	4	-5
sEH inh	31	-3

(list continues)
Each structure is followed by: cytoskel mod, HUVEC tox TNFa, VCAM1 TNFa inh, PLK1 PBD inh, IL1B cytotox, DAT uptake mod, E coli WT exp, PLK1 kinase inh, sEH inh
61: CCCc1cc(C(=O)N/N=C/c2ccc(CC)s2)c2ccccc2n1
  7, -5, 7, -28, -4, 0.21, -10, -19, 22
62: Cc1cccc2sc(NC(=O)CNS(=O)(=O)c3ccc(Br)s3)nc12
  -26, -6, -1, 2, 6, -0.76, -5, -7, 7
63: O=[N+]([O-])c1ccc(NCCCNS(=O)(=O)c2ccc(Cl)cc2)c(Cl)c1
  -14, 10, -7, 2, 33, x, -3, -12, -14
64: Fc1cccc(Cl)c1CNC(c1ccccc1)c1ccccc1
  -4, -3, 7, 3, -6, 0.33, 1, -9, 6
65: Cc1ccc(S(=O)(=O)N2CCN(CCO)CC2)cc1-c1nnc2c3ccccc3c(C)nn12
  7, -9, -10, -28, -13, -0.52, x, -4, 14

Screening data from PubChem.
